# ERG Ets-DNA blk: inhibitors of human ERG Ets domain-DNA interaction | fluorescence polarization, His-ERG Ets domain / labelled DNA | P11308 | Potency, µM (top dose mostly 76.9 µM), without a hit: at the top dose FP activity, negative = inhibition, most hits filed as inhibitors | 370,000 compounds, 0.028% hits | AID 624246; active = well fitted inhibition curve with a large enough effect in the polarisation, with a control signal flat; inconclusive = small, poorly fitted or top-dose-only effect, or effect the other way, or a change in a side signal; inactive = no such curve, though single readings can be large or run the other way; the % refers to the polarisation;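 also: polarization taken with two DNA probes labelled with fluorescein and Texas red; % of control where 0% means no effect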
#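 His-tagged ERG Ets domain (1 uM in the protein solution; 300mM KCl, 50mM Tris-HCl, 1mM EDTA, 1mM DTT, pH 7.5) received compound, then a probe mix of 5 nM fluorescein-DNA and 100nM Texas-615-DNA. Fluorescence polarization was read for both dyes.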
# RGS4 inh: human RGS4 inhibition. P49798. Transcreener GDP fluorescence polarization, RGS4-accelerated GTP hydrolysis. Potency, µM (doses to about 114 µM), for inactives: at the top dose activity change, negative = inhibition, actives largely listed as inhibitors. 390,000 compounds, 0.039% hits. AID 504845; also: % is scaled to controls: 0 for no effect and ±100 for the full control effect; nearly all actives have a fitted effect of over 75% in size; some results filed as inactive show a strong effect at the top dose
# Target sequence (P49798 whole entry, looked up): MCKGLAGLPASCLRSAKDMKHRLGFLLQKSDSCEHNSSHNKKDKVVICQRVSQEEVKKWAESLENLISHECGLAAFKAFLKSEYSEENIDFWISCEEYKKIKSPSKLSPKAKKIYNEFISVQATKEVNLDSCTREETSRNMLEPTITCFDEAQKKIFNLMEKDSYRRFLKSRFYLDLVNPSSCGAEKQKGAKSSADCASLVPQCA
#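 MLSMR compounds (23 nl, pin-transferred) preincubated 10 min at room temperature with a 500nM (2x) first reagent, then RGS4 at 900nM (2x) plus Transcreener GDP mix added; fluorescence polarization (620/688 nm) read before and after 90 min at 30 °C.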
# JMJD2A Tudor: blocks the human JMJD2A Tudor domain; AlphaScreen JMJD2A-Tudor / H3K4me3 peptide binding; Potency, µM (doses to about 114 µM), inactives show at the highest dose activity change, negative = inhibition, hits mostly inhibitors; 390,000 compounds, 4.4% hits; also: % is scaled to controls: 0 for no effect and ±100 for the full control effect; nearly all actives have a fitted effect of over 50% in size
# rTrxR1 inhibitor: blocks rat thioredoxin reductase 1 | AID 588453 | O89049 | Potency, µM (highest dose often 114 µM), for inactives: top-dose activity change, negative = inhibition, hits mostly inhibitors | 390,000 compounds, 1% hits | recombinant rTrxR1, NADPH fluorescence consumption, selenite substrate; also: % is scaled to controls: 0 for no effect and ±100 for the full control effect; nearly all actives have a fitted effect of over 65% in size
#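 Rat TrxR1 (90 nM in the dispensed reagent) was pre-reduced with 400 uM NADPH for 5 min at room temperature, then incubated with compound for 15 min. After 400 uM selenite was added, NADPH fluorescence (Ex 340/Em 450 nm) was followed for 8 min.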
# GLS inh: inhibitors of human glutaminase (GLS); GLS enzymatic activity, qHTS titration; Potency, µM (doses to about 45.5 µM), for the others: at the top dose activity change, negative = inhibition, actives largely listed as inhibitors; 410,000 compounds, 0.21% hits; also: % is scaled to controls: 0 for no effect and ±100 for the full control effect
#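 Read-out is an Amplex red fluorescence increase coupled through glutamate oxidase and HRP, measured before and after 30 min room-temperature incubation. hKGA is in 45 mM KH2PO4 (pH 8.2) with 0.02% Tween-20; glutamine added as 1mM solution.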
# Pin1 inh: blocks the human prolyl isomerase Pin1. Pin1 FP peptide displacement, HiFluor488, 10 min. Potency, µM (highest dose often 115 µM), without a hit: at the highest dose activity, negative = inhibition, most hits filed as inhibitors. 390,000 compounds, 0.009% hits; active = well fitted inhibition curve with a large enough effect in the polarisation, with a control signal flat, not every such curve was filed as active; inconclusive = small, poorly fitted or top-dose-only effect, or effect the other way, or a change in a side signal; inactive = no such curve, though single readings can be large or run the other way; the % refers to the polarisation; also: % is scaled to controls: 0 for no effect and ±100 for the full control effect
# Target sequence (Q13526 whole entry, looked up): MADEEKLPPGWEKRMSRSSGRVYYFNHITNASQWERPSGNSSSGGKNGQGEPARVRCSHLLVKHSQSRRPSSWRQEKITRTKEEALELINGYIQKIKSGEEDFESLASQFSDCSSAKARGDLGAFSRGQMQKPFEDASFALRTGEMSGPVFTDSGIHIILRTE
# HP1b chromo inh: inhibitors of HP1-beta chromodomain binding to methylated histone tails | Potency, µM (highest dose often 114 µM), inactives show at the top dose activity change, negative = inhibition, hits mostly inhibitors | 390,000 compounds, 0.56% hits | AlphaScreen HP1-beta / biotin-H3K9me3 peptide binding | P83916; also: nearly all actives have a fitted effect of over 70% in size; inactives centre near 23
# Target sequence (P83916 whole entry, looked up): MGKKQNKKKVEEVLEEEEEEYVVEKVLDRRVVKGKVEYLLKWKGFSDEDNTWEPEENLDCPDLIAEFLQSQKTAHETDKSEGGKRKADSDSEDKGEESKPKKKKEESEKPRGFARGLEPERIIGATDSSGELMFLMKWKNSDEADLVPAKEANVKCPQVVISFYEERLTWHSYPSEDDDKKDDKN
#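 HP1-beta protein (50 nM final) preincubated 30 min at room temperature with biotinylated H3(1-18)K9me3 peptide (50 nM) in PBS pH 7.4, 0.01% Tween-20, then compound added for 30 min. AlphaScreen streptavidin donor/nickel chelate acceptor beads (10 ug/mL final), 30 min dark, luminescence read.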
# 12-LOX inh: blocks human arachidonate 12S-lipoxygenase | P18054 | purified 12hLO, xylenol orange hydroperoxide absorbance | Potency, µM (titrated, usually from 108 µM), inactives show top-dose activity change, negative = inhibition, usual class: inhibitors | 580,000 compounds, 1.1% hits; also: % is scaled to controls: 0 for no effect and ±100 for the full control effect
#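 Purified human 12hLO (150 nM final) in 25 mM Hepes, 0.01% Triton X-100, pH 7.0 was preincubated 15 min at room temperature with compound. Then 40 uM arachidonic acid was added, 30 min. Hydroperoxide was read by Fe-XO absorbance ratio 573/405 nm.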
# Tb PGK inh: T. brucei PGK inhibition; PGK/GAPDH coupled, Kinase-Glo luminescence, 60 min; 380,000 compounds, 0.043% hits; Potency, µM (doses to about 57.5 µM), inactives show at the top dose activity change, negative = inhibition, hits mostly inhibitors; also: % is scaled to controls: 0 for no effect and ±100 for the full control effect; nearly all actives have a fitted effect of over 60% in size
# Target sequence (P07378 whole entry, looked up): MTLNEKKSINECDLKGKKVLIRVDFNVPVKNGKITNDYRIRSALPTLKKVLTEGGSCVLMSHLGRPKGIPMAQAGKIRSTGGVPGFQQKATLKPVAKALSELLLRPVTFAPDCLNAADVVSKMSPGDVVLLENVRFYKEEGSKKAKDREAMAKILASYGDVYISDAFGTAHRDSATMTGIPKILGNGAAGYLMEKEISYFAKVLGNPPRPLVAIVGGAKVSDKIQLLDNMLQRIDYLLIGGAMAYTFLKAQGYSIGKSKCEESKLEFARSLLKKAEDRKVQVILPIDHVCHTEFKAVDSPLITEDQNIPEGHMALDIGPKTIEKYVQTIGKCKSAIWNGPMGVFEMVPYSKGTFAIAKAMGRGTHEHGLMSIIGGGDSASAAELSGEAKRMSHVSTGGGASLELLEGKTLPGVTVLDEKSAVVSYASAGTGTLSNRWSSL
#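 Recombinant glycosomal PGK reaction used 1,3-bisphosphoglycerate generated in-well by GAPDH (100nM final) in 100mM TEA pH 7.6, 5mM MgCl2, 0.01% Tween-20. After 60 minutes at room temperature, ATP was read by Kinase-Glo Plus luminescence end-point.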
# * marks the source's active call; other numbers are inactive results; i = inactive; ? = inconclusive; / = no result given; & = joins results of further samples; ! = not confirmed by another sample; [ ] = another dose, or the depositor's remark. Unless noted, calls follow the shape of the dose curve; as a rule, active = well fitted curve in the direction sought with a large enough effect; inconclusive = small, poorly fitted or top-dose-only effect, or another doubt; inactive = no such curve, though single readings can be large; an effect the other way counts as inactive or inconclusive. Potency is read from the fitted curve at half-maximal effect. The list is partial, so the mix of outcomes need not match the whole.
SMILES,ERG Ets-DNA blk,RGS4 inh,JMJD2A Tudor,rTrxR1 inhibitor,GLS inh,Pin1 inh,HP1b chromo inh,12-LOX inh,Tb PGK inh
CC(=O)Nc1cc(=O)c2cccnc2[nH]1,-4%,-14%,50µM*,8%,16µM*,?,2%,-1%,-29%
COc1ccc(Cl)cc1NS(=O)(=O)c1cn(C)nc1C,7%,7%,0%,23%,0%,-1%,34%,?,i
CC(C)Oc1ccc(CN2CCC(n3nccc3NC(=O)C3CC3)CC2)cc1,10%,2%,-9%,-5%,5%,-12%,20%,?,2%
COc1cc(/C=N/O)cc(Br)c1OCc1ccc(Cl)cc1,-2%,9%,14%,1%,10%,?,68%,?,1%
CCOCC(=O)Nc1ccc(S(=O)(=O)N2CCOCC2)cc1,-1%,-37%,1%,-4%,2%,3%,52%[activator],0%,-7%
Cc1ccc(NC(=O)Cn2nc(C)c3ccccc3c2=O)cc1,2%,-5%,10%,-9%,10%,-5%,32%,i,8%
CCn1c(/C=C/c2ccccc2C)nc2ccccc2c1=O,7%,-22%,11%,-7%,2%,-2%,75%[activator],-11%,-1%
O=C(Nc1ccncc1)c1cccc(S(=O)(=O)N2CCOCC2)c1,-11%,6%,-10%,-14%,-3%,-2%,24%,-3%,i
COc1cccc(NC(=O)Cc2nnc(SCC(=O)NC3CCCCC3)n2C)c1,-1%,24%,-3%,21%,0%,-19%,5%,?,-9%
COc1cccc(OCc2cc(C(=O)N3CCC(c4ccncc4)CC3)no2)c1,1%,-14%,-28%,12%,5%,-1%,9%,11%,-9%
Cc1c(OCC(=O)OC(C)(C)C)ccc2c3c(c(=O)oc12)CCC3,4%,8%,-18%,15%[57.1 µM],10%,1%,29%,?,i
COc1cc(NC(=O)Cc2nn(C)c(=O)c3ccccc23)cc(OC)c1,10%,-14%,-5%,5%[57.1 µM],1%,3%,20%,-1%,i
CC(C)COP(=O)(c1ccc(N(C)C)cc1)C(O)c1ccccc1F (stereo unspecified),10%,1%,-1%,-6%,/,-13%,12%,1%,5%
Cc1ccc(C)c(S(=O)(=O)N2CCCOC2CNC(=O)C(=O)NCc2cccnc2)c1 (stereo unspecified),7%,8%,-8%,23%,1%,-5%,18%,-15%,-9%
COc1ccc(C(=O)NC(C)c2cccnc2)cc1S(=O)(=O)N(C)Cc1ccccc1 (stereo unspecified),-1%,-27%,-24%,17%,1%,0%,25%,-2%,1%
COc1ccc(NC(=S)Nc2cc(C(F)(F)F)ccc2F)cc1,0%,-40%,-18%,-43%,-14%,0%,-9%,?,-4%
O=C(CSCc1ccc(F)cc1)NCc1ccc(F)cc1,0%&3%,-11%&16%,100µM*!,9%&9%[57.1 µM],2%&4%,-9%&-2%,28%&55%,-2%&-10%,-6%&-2%
O=C(NCc1ccco1)C(=S)N1CCCCC1,0%,4%,0%,8%[57.1 µM],-9%,0%,22%,-2%,5%
CCCCCC(=O)Nc1ccc(C(=O)COC(=O)c2ccccn2)cc1,2%,-5%,0%,0%[57.1 µM],-9%,6%,20%,?,-4%
Oc1c(Br)cc(Br)cc1C=Nc1ccc2c(c1)OCO2,2%,-22%,?,-12%,38%[activator],?,2%,?,0%
COc1ccc(NC(C)=O)cc1S(=O)(=O)N1CCN(Cc2cccs2)CC1,/,-18%,-17%,4%,7%,-2%,12%,-2%,-8%
O=C(NN1C(=O)C2C3C=CC(C4CC34)C2C1=O)c1ccc(Cl)c(Cl)c1 (stereo unspecified),1%,?,-14%,-4%,2%,5%,21%,9%,3%
CSc1cccc(CN2CCC(CO)(Cc3ccccc3)CC2)c1,-11%,-13%,-5%[11.4 µM],15%[57.1 µM],-13%,4%,27%,-8%,i
CCOC(=O)C1=C(CSc2nc(C)ccc2C#N)OC(N)=C(C#N)C1c1cccc(OC)c1OC (stereo unspecified),1%,?,?,-59%,-5%,?,16%,?,i

# Marked active in GLS inh, of those listed so far:
SMILES,ERG Ets-DNA blk,RGS4 inh,JMJD2A Tudor,rTrxR1 inhibitor,GLS inh,Pin1 inh,HP1b chromo inh,12-LOX inh,Tb PGK inh
CC(=O)Nc1cc(=O)c2cccnc2[nH]1,-4%,-14%,50µM*,8%,16µM*,?,2%,-1%,-29%

# (list continues)
SMILES,ERG Ets-DNA blk,RGS4 inh,JMJD2A Tudor,rTrxR1 inhibitor,GLS inh,Pin1 inh,HP1b chromo inh,12-LOX inh,Tb PGK inh
Cc1noc(C)c1COc1ccc(C(=O)OCC(=O)Nc2cccc(S(=O)(=O)N3CCOCC3)c2)cc1,/,-10%,-16%,-3%,2%,30%[activator],25%,1%,-3%
O=C1c2ccccc2OC2(C=Cc3ccccc3O2)N1Cc1ccccc1 (stereo unspecified),-2%,-13%,17%,5%[57.1 µM],-1%,6%,52%[activator],0%,i
CN1CCN(Cc2c(O)ccc3cc(Br)ccc23)CC1,-6%,-43%,?,35µM*,7%,14%,1%,5.6µM*,-3%
Cc1ccccc1C(=O)Nc1cccc(NC(=O)c2ccccc2[N+](=O)[O-])c1,-9%,-8%,-15%,14%,-7%,1%,31%,0%,6%
O=C(OC(c1ccccc1)c1nccc2ccccc12)c1cccc([N+](=O)[O-])c1 (stereo unspecified),7%,9%[11.4 µM],?,24%,-7%,-4%,?,-9%,i
COc1ccc(NC2CCN(C3CC(=O)N(c4ccc(F)c(Cl)c4)C3=O)CC2)cc1 (stereo unspecified),8%,-31%,?,-84%,15%,11%,?,15%,-4%
Cc1ccc(S(=O)(=O)N(C)C)cc1NC(=O)COC(=O)C1CCN(S(=O)(=O)c2cccs2)CC1,0%,-7%,1%,13%,7%,-2%,26%,9%,-1%
COc1ccc2ccc(=O)oc2c1CC(O)C(C)(C)O (stereo unspecified),0%,-1%,-12%,4%[57.1 µM],-1%,5%,43%[activator],2%,8%
Cc1ccc(CN2CCCn3nc(C(=O)NCC(C)c4ccccc4)cc3C2=O)cc1 (stereo unspecified),-1%,6%,-13%,5%[57.1 µM],-12%,-13%,0%,?,1%
CC(C)[C@H](NC(=O)N1CC(=O)Nc2ccccc21)C(=O)N[C@@H](Cc1ccccc1)C(=O)O,4%,2%,-5%,12%,6%,-11%,8%,-12%,8%
NC(=O)c1cc(C(=O)c2cccc(Cl)c2Cl)c[nH]1,-4%,5%,-26%,5%[57.1 µM],-1%,-5%,22%,-4%,2%
Nc1cc(=O)nc(SCC(=O)Nc2ccc(F)cc2)n1-c1ccc(Cl)cc1,-2%,5%,-8%,20%,4%,-6%,24%,-13%,-8%
Cc1cc(OCCCC(=O)Nc2cccc(-n3cnnn3)c2)ccc1Cl,-2%,13%,-17%,19%,-1%,6%,18%[57 µM],-15%,i
O=C(O)c1ccc(OCc2ccc(C(=O)O)o2)cc1,-4%,4%,-17%,-6%,-22%,-2%,22%,?,-6%
COc1ccc(S(=O)(=O)N2CCC(c3nc4ccccc4[nH]3)CC2)cc1,0%,-15%,-5%,-1%,-16%,2%,33%,-11%,-10%
COc1ccc(C)cc1NC(=O)N(C(C)C)C1CCN(C(C)=O)CC1,3%,-2%,2%,23%,7%,11%,57%[activator],1%,-4%
COc1cc2c(cc1NC(=O)c1ccc(C(C)(C)C)cc1)CCCC2,-7%,-44%,33%,17%[57.1 µM],-6%,3%,59%,58%[activator],-3%
Cc1cccn2cc(-c3cccc(S(=O)(=O)N4CC(C)OC(C)C4)c3)nc12 (stereo unspecified),2%,12%,-5%,10%,1%,-1%,39%[activator],72%[activator],9%
COc1ccc2c(c1)OC[C@H]1[C@H]2N2C(=O)c3cc(OC)ccc3NC(=O)[C@@]2(C)[C@H]1c1ccccc1,-1%,-2%,-34%,33%,-1%,12%,-1%,-10%,3%
CCCCCn1c(SCC2CCCO2)nc2cc(C(=O)N3CCC(C(N)=O)CC3)ccc2c1=O (stereo unspecified),-9%,-16%,-9%,13%,-10%,2%,24%,6%,-2%
COc1ccc2[nH]c(=O)c(-c3nnn(-c4ccc(F)cc4)n3)cc2c1,16%,-12%,?,-9%,15%,?,65%[activator],10µM*,-6%
COc1cccc2cc(C(=O)N3CCc4ccccc43)c(=O)oc12,9%,15%,-6%,5%,14%,0%,42%[activator],-23%,-1%
Cc1cc(C)c2[nH]c(=O)c(CN(Cc3ccccc3)C(=S)NCCCN(C)C)cc2c1,6%,3%,-27%,20%,10%,-1%,5%,?,-1%
CCCCn1c(N)c(N(CC(C)C)C(=O)c2ccc(COc3ccccc3)o2)c(=O)[nH]c1=O,24%,-6%,-22%,12%,2%,-2%,22%,0%,-7%
N#Cc1ccc(-c2ccc(OCC(O)Cn3nnc4ccccc43)cc2)cc1 (stereo unspecified),1%,4%,-17%,25%,3%,5%,60%[activator],0%[57.4 µM],9%
Cc1cccc(-n2ncc3c(N(C)Cc4ccccc4)ncnc32)c1,7%,2%,55%[activator],15%,3%,?,119%[activator],-1%,-10%
O=S1(=O)NC(CC2=CCCCC2)C2CCCCC2O1 (stereo unspecified),3%,-28%,-1%,14%[57.1 µM],-3%,1%,62%[activator],0%,-2%
CC1C=CCC2C(=O)N(c3ccc(OC(=O)c4cccs4)cc3)C(=O)C12 (stereo unspecified),5%,23%[11.4 µM],-9%,10%,0%,-7%,-4%,-8%,-5%
CCCOc1ccc(C(=O)CCC(=O)OCC(=O)Nc2cccc(S(N)(=O)=O)c2)cc1,4%,-3%,-6%,-5%,7%,3%,13%,-19%,0%

# Screening results (PubChem BioAssay)
